NPR2 activator: GC-B (human) receptor activation; P20594; HEK293-GC-B cells, CNP EC30, cGMP TR-FRET; 0% at EC30 CNP, 100% saturating CNP; activation, % at 10 µM; actives 0.11% (n = 370,000); AID 1920062;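 active = activation at 10 µM reaching about 35% in either raw or pattern-adjusted values, limit read from the data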
GC-A act: GC-A (human) enzyme activation; activation, % at 10 µM; P16066; AID 1671463; HEK293 GC-A cells, cGMP TR-FRET, EC30 ANP; 0% at EC30 ANP, 100% saturating ANP; actives 0.14% (n = 370,000); in the data active = activation above about 40%
Target sequence (P16066 whole entry, looked up): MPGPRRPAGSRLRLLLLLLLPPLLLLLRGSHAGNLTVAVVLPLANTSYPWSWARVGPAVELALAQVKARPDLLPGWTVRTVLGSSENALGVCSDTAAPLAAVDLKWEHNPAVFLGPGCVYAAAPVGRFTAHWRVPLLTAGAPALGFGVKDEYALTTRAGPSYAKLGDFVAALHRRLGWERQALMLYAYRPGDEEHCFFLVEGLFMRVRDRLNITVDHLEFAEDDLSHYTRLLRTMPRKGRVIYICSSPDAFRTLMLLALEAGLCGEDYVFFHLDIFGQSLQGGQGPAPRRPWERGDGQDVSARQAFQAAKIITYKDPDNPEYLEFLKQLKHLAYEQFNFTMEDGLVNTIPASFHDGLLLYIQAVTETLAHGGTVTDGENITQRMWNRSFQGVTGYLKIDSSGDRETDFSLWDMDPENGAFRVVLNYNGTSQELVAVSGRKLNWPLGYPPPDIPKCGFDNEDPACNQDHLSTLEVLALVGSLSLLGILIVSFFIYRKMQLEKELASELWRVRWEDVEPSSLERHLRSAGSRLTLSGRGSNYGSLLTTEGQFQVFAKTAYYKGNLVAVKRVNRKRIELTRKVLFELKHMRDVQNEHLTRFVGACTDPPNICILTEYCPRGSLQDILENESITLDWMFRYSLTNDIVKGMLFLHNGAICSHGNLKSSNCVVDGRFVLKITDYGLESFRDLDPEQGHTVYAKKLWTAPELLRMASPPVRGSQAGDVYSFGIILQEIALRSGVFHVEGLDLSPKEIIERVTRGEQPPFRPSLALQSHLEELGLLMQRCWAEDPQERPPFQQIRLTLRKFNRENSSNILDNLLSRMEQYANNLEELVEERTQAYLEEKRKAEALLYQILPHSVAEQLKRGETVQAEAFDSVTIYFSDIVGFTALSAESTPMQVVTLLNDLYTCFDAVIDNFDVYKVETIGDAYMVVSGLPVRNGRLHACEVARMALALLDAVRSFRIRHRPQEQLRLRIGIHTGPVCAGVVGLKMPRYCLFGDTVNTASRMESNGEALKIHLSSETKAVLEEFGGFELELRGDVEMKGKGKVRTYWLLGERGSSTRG
hgDAF12 agonist: agonists of H. glycines DAF-12 nuclear receptor; activation, % at 6.8 µM; HEK293 GAL4-hgDAF12 UAS-luciferase reporter, agonist luminescence; normalized to butyrate control; actives 1.8% (n = 370,000);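 active = activation above a cutoff set at the mean of all screened compounds plus 3 SD, cut at about 10% in these data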;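 note: 0% = DMSO wells and 100% = sodium butyrate wells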
KLK7 zymogen act: activates the human kallikrein-7 zymogen; P49862; purified proKLK7, EDANS-DABCYL substrate fluorescence; 100% is mature enzyme control, 0% vehicle; activation, % at 7 µM; actives 0.9% (n = 370,000); AID 652039;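 active = activation above the mean of all tested compounds plus 3 SD, computed per campaign excluding outliers beyond control limits, cut at about 13% in these data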
ssDAF12 agonist: S. stercoralis DAF-12 activation, primary screen | AID 652126 | activation, % at 6.8 µM | HEK293 ssDAF-12/GRIP1 lit1-tk-luc reporter, luminescence; % of 3 µM dafachronic acid response | actives 1% (n = 370,000);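 active = activation above the mean over all tested compounds plus 3 SD, cut at about 0.9% in these data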;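 note: 0% = DMSO-only wells and 100% = 3 µM delta7-dafachronic acid wells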
DAX1 inh-1: inhibitors of DAX1 repression of SF-1 activated StAR promoter; HEK293T StAR-luciferase reporter, SF-1/DAX-1 repression relief; actives 1.1% (n = 370,000); AID 652010; inhibition, % at 6.8 µM;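 active = inhibition above the mean over all tested compounds plus 3 SD, cut at about 3.6% in these data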;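 note: 0% = DAX-1 cells with DMSO and 100% = cells lacking DAX-1 with DMSO; higher inhibition means more luminescence from relief of DAX-1 repression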
hcDAF12 agonist: H. contortus DAF-12 activation, primary screen | actives 1.4% (n = 370,000) | activation, % at 6.8 µM | HEK293 hcDAF-12 lit1-tk-luc reporter, luminescence; 0% DMSO, 100% Δ7-dafachronic acid | AID 652067;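 active = activation above the mean of all tested compounds plus 3 SD, cut at about 5.5% in these data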;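 note: 100% = response to 3 µM Δ7-dafachronic acid high control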
FXN GAA850 act: activators of GAA850 frataxin (FXN) promoter; HEK293 lucGAA850 FXN promoter luciferase reporter, 24 h; percent of 10 µM SAHA response; actives 0.56% (n = 360,000); activation, % at 6 µM; AID 540364;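 active = activation above the average of all compounds screened plus 3 SD, cutoff fixed separately per campaign, cut at about 7.5% in these data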;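 note: 0% = DMSO wells and 100% = 10 µM SAHA wells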
DAX1 inh-2: NR0B1 (DAX1) inhibition; inhibition, % at 6.75 µM; AID 504766; HEK293 Gal4-DAX1 luciferase reporter, luminescence; actives 0.99% (n = 340,000);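 active = inhibition above the mean over all tested compounds plus 3 SD, cut at about 4.2% in these data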;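 note: 0% = DAX1-transfected cells with DMSO and 100% = empty-vector control cells with DMSO; inhibition shows as a rise in luminescence from relieved DAX1 repression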
HGIII-sPLA2 inh: Blocks human group III sPLA2 activity; actives 0.56% (n = 370,000); AID 743126; inhibition, % at 12.2 µM; QFRET BODIPY PC-A2 liposome hydrolysis, fluorescence;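 active = inhibition above mean plus 3 SD of compounds lying within the high and low control bounds, cut at about 19% in these data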;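 note: 0% = median of test compound wells and 100% = no enzyme DMSO wells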
SMARCA2 activ: activators of SMARCA2 function | MG213 cells, MMTV-luciferase reporter, dexamethasone, overnight | activation, % at 9.1 µM | actives 1% (n = 370,000); in the data active = activation above about 7.8%;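 note: 0% = vehicle wells and 100% = reference activator wells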
* hit, by the source's call; nt = not tested or not shown.

(1) Nc1cc(Br)cc2c1[nH]c(=O)c1ccccc12
(2) O=C(COC(=O)c1cccc(Cl)c1Cl)NCc1cccs1
(3) CCCCNC(=O)CSc1nc2ccccc2c(=O)n1CC1COc2ccccc2O1 (stereo unspecified)
(4) Cc1sc2c(c1C)c(=O)n(-c1ccccc1)c1nncn21
(5) CCCC(=O)Nc1nc2nc(-c3ccccc3)cc(=O)n2[nH]1
(6) Cc1cc(C(=O)COc2ccc(C#N)cc2)c(C)n1C1CC1
screen / no.	1	2	3	4	5	6
NPR2 activator	-1.1	3.2	-0.9	-2.0	-6.7	-1.4
GC-A act	-4.1	1.4	-4.8	-1.3	1.7	6.6
hgDAF12 agonist	0.2	-2.4	2.1	2.1	1.2	1.8
KLK7 zymogen act	0.1	-0.2	0.0	-0.4	-0.5	-0.3
ssDAF12 agonist	-0.7	-1.2	-1.4	-0.1	-1.1	-1.0
DAX1 inh-1	-0.5	-0.2	-0.1	-0.5	-0.7	-2.1
hcDAF12 agonist	0.3	-1.8	0.1	1.1	-1.8	-2.9
FXN GAA850 act	0.3	-0.1	0.8	2.2	-2.8	-0.1
DAX1 inh-2	1.1	0.5	-0.8	1.1	0.0	-0.5
HGIII-sPLA2 inh	4.7	-4.5	-3.1	-0.3	1.2	8.8
SMARCA2 activ	-1.8	0.7	-2.7	-1.0	-0.7	-3.1

Already shown: an excerpt of the list.
(2) O=C(COC(=O)c1cccc(Cl)c1Cl)NCc1cccs1
(3) CCCCNC(=O)CSc1nc2ccccc2c(=O)n1CC1COc2ccccc2O1 (stereo unspecified)
screen / no.	2	3
NPR2 activator	3.2	-0.9
GC-A act	1.4	-4.8
hgDAF12 agonist	-2.4	2.1
KLK7 zymogen act	-0.2	0.0
ssDAF12 agonist	-1.2	-1.4
DAX1 inh-1	-0.2	-0.1
hcDAF12 agonist	-1.8	0.1
FXN GAA850 act	-0.1	0.8
DAX1 inh-2	0.5	-0.8
HGIII-sPLA2 inh	-4.5	-3.1
SMARCA2 activ	0.7	-2.7

Later entries:
(7) O=S(=O)(NC1CCCCC1)c1ccc(Cl)s1
(8) CC(C)c1ccc(C(=O)NN2CCOCC2)cc1
(9) COC(=O)C1=C(C)NC(=O)NC1c1ccco1 (stereo unspecified)
(10) O=C(CCS(=O)(=O)c1ccccc1)Nc1nnc(C(F)(F)F)s1
(11) COc1ccc2c(c1)c(CC(=O)NCc1cc([N+](=O)[O-])ccc1O)c(C)n2C(=O)c1ccc(Cl)cc1
(12) O=C(c1cccs1)N1CCN(c2ccc(Cl)cc2)CC1
screen / no.	7	8	9	10	11	12
NPR2 activator	-1.0	2.1	-0.3	2.5	0.6	-1.0
GC-A act	-11.0	-1.4	-0.6	-2.4	1.0	-5.1
hgDAF12 agonist	-1.5	1.2	1.0	-2.2	2.0	4.3
KLK7 zymogen act	-0.3	-0.5	-0.3	-0.1	0.1	0.7
ssDAF12 agonist	-1.0	-0.5	-1.1	-1.0	-1.2	-1.0
DAX1 inh-1	0.0	1.1	0.2	-0.1	0.1	-0.1
hcDAF12 agonist	-1.6	0.5	-1.4	0.3	-0.7	-0.4
FXN GAA850 act	1.4	0.0	-2.4	-9.1	1.5	0.8
DAX1 inh-2	-1.7	0.1	1.3	-1.0	-0.5	2.1
HGIII-sPLA2 inh	-3.3	-4.0	1.4	-4.3	-6.5	-1.7
SMARCA2 activ	-1.2	-0.2	-2.9	2.8	-1.4	-1.0

(13) O=C(Oc1ccc(O)cc1)C12CC3CC(CC(C3)C1)C2
(14) CN(Cc1ccccc1)C(=O)CC(c1ccccc1)c1cc(Cl)ccc1O (stereo unspecified)
(15) COC(=O)C(NC(=O)CNS(=O)(=O)c1ccc(Br)cc1)c1ccccc1 (stereo unspecified)
(16) COc1ccc(C(CNC(=O)c2cccn2C)N2CCOCC2)cc1 (stereo unspecified)
(17) Cc1cccc(C)c1NC(=O)C(c1ccccc1)n1c(=O)c(-c2ccco2)nc2ccccc21 (stereo unspecified)
(18) Cc1ccc(C)c2nc(Cl)c(C3NC(=O)c4ccccc4N3)cc12 (stereo unspecified)
(19) c1ccc(Cn2nnc3c(N4CCCC4)ncnc32)cc1
(20) CCN(CC)C(=O)/C(=C\c1cccc([N+](=O)[O-])c1)NC(=O)c1ccco1
(21) CCOc1[nH]n(-c2ccccc2)c(=O)c1C=NCc1ccncc1
screen / no.	13	14	15	16	17	18	19	20	21
NPR2 activator	-5.1	-16.4	-9.1	-4.3	-4.3	-5.9	-1.1	-1.5	2.5
GC-A act	2.0	-20.3	-8.8	2.5	-2.3	-20.3	2.6	-3.9	-5.7
hgDAF12 agonist	-4.1	-1.9	-1.8	1.6	-1.7	-1.4	-0.2	0.6	-1.6
KLK7 zymogen act	0.6	0.3	-0.2	-1.1	-4.8	0.0	0.3	-0.4	0.7
ssDAF12 agonist	-1.7	-2.4	-0.9	-1.2	-1.6	-1.2	-1.3	-0.8	-0.6
DAX1 inh-1	-0.1	0.7	-0.2	3.4	-0.6	-0.5	-0.1	-0.2	-0.2
hcDAF12 agonist	1.2	-1.5	-1.3	1.5	-2.4	-0.1	-1.0	-3.4	-2.5
FXN GAA850 act	2.8	-1.4	-2.2	0.8	nt	1.0	2.9	0.0	3.3
DAX1 inh-2	-0.7	-1.3	-0.2	0.1	nt	0.7	1.9	0.8	0.3
HGIII-sPLA2 inh	-23.5	-6.3	-7.8	-9.3	6.0	-1.7	3.6	-0.3	10.1
SMARCA2 activ	4.2	-2.7	2.6	-1.9	-4.2	-3.1	1.6	2.6	-0.4

An excerpt from above in order of length of the SMILES, low to high:
(13) O=C(Oc1ccc(O)cc1)C12CC3CC(CC(C3)C1)C2
(16) COc1ccc(C(CNC(=O)c2cccn2C)N2CCOCC2)cc1 (stereo unspecified)
(21) CCOc1[nH]n(-c2ccccc2)c(=O)c1C=NCc1ccncc1
(14) CN(Cc1ccccc1)C(=O)CC(c1ccccc1)c1cc(Cl)ccc1O (stereo unspecified)
screen / no.	13	16	21	14
NPR2 activator	-5.1	-4.3	2.5	-16.4
GC-A act	2.0	2.5	-5.7	-20.3
hgDAF12 agonist	-4.1	1.6	-1.6	-1.9
KLK7 zymogen act	0.6	-1.1	0.7	0.3
ssDAF12 agonist	-1.7	-1.2	-0.6	-2.4
DAX1 inh-1	-0.1	3.4	-0.2	0.7
hcDAF12 agonist	1.2	1.5	-2.5	-1.5
FXN GAA850 act	2.8	0.8	3.3	-1.4
DAX1 inh-2	-0.7	0.1	0.3	-1.3
HGIII-sPLA2 inh	-23.5	-9.3	10.1	-6.3
SMARCA2 activ	4.2	-1.9	-0.4	-2.7
